tim10-1 inh: growth inhibitors of tim10-1 mutant yeast, primary screen, luminescence, uHTS | S. cerevisiae tim10-1 ts strain growth, BacTiter-Glo, 24 h | inhibition, % at 20 µM | actives 2.2% (n = 330,000) | AID 463190, 2010;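 active = inhibition of at least 40%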;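 also: mutant grown at 25 °C; 0% = DMSO wells with yeast and 100% = wells holding no yeast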
UPR CHOP act: activators of apoptotic CHOP UPR arm, primary screen, cell-based, CHO-CHOP luciferase reporter, luminescence, uHTS; AID 449763, 2010; activation, % at 10 µM; UPR activation; percent of tunicamycin response over DMSO baseline; actives 0.34% (n = 330,000);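 active = at 10 µM dose, activation of 40% or more, normalized to positive control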;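 also: 100% = tunicamycin at 10 µg/mL and 0% = DMSO alone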
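Assay system: CHO cells with stable CHOP pathway luciferase reporter; Buffer or medium: F12 plus 10% serum; Times: 16-18 h cell attachment, then 6 h compound exposure, 37 °C; Signal: luciferase luminescence; Read-out basis: percent activation relative to tunicamycin control; Control set: tunicamycin high control, DMSO low control.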
TIM10 inh: growth inhibitors of isogenic TIM10 control yeast, primary screen, counter-screen for tim10-1 yeast inhibitor project, luminescence, uHTS. S. cerevisiae TIM10 strain growth, BacTiter-Glo luminescence, 24 h. inhibition, % at 10 µM. actives 1.4% (n = 330,000). AID 463195, 2010;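 active = inhibition of 40% or more at the single tested concentration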;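 also: wild-type TIM10 isogenic control strain grown at permissive 25 °C; 0% = DMSO yeast wells and 100% = minimal medium wells without yeast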
tim23-1 inh: growth inhibitors of tim23-1 mutant yeast, primary screen, luminescence, uHTS | AID 463212, 2010 | actives 1.3% (n = 330,000) | inhibition, % at 20 µM | S. cerevisiae tim23-1 growth, BacTiter-Glo luminescence, 24 h;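 active = growth inhibition of the mutant yeast at or above 50%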;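 also: temperature-sensitive mutant grown at 25 °C; plate controls were DMSO-treated mutant yeast for no effect and medium wells lacking yeast for full effect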
Mdm2-MdmX inh: inhibitors of human Mdm2-MdmX association, primary screen, cell-based, luminescence, split luciferase, SaOS-2, uHTS; inhibition, % at 8 µM; actives 3% (n = 330,000); SaOS-2 split-luciferase Mdm2/MdmX complementation; Protein Mdm4 (Homo sapiens) + E3 ubiquitin-protein ligase Mdm2 (Homo sapiens), …;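 active = inhibition of at least 50% at 8 µM in the primary screen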
APJ agonist: agonists of human apelin receptor APJ, primary screen, CHO-K1 cells, PathHunter beta-arrestin, luminescence; P35414; actives 0.11% (n = 330,000); 0% DMSO wells, 100% apelin; activation, % at 20 µM;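 active = activation more than six SD over the plate average, tested at 20 µM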;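 also: 0% = DMSO alone and 100% = apelin-13 at 10 nM; some results filed as inactive read as strong as hits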
Target sequence (P35414 whole entry, looked up): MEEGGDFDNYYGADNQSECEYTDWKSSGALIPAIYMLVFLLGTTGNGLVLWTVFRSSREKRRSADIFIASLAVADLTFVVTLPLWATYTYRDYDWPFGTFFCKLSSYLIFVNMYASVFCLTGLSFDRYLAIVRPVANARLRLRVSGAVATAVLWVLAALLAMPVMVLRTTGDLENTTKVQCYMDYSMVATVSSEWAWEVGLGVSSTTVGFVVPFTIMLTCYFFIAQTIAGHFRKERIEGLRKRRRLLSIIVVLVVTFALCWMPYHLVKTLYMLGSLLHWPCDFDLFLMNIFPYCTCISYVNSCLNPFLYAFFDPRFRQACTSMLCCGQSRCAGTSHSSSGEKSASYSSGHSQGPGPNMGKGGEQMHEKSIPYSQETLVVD
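system = engineered CHO-K1 APJ arrestin reporter cells | input = 1000 cells per well | timing = overnight seeding, 90 min compound at 25 °C, 1 h detection | measured by = enzyme-fragment complementation luminescence | read-out = beta-arrestin recruitment to APJ as agonist activity, luminescent signal | control set = negative DMSO alone, positive Apelin-13 at 10 nM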
XBP1 UPR activ: activators of adaptive XBP1 UPR arm, primary screen, cell-based, CHO-XBP1 luciferase reporter, luminescence, uHTS | actives 0.33% (n = 330,000) | IRE1-XBP1 UPR activation; percent of tunicamycin response, DMSO as zero | activation, % at 20 µM;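 active = versus positive control, 20 µM dose yields 30% or more activation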;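 also: 100% = tunicamycin at 10 µg/mL and 0% = DMSO only wells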
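Signal: luciferase luminescence; Assay system: CHO-XBP1 luciferase reporter cells; Amount: one thousand reporter cells per well; Dosing: 20 µM single concentration, DMSO 1%; Benchmarks: high control tunicamycin 10 µg/mL final, low control DMSO vehicle only; Schedule: 6 h compound exposure at 37 °C, 5% CO2; Evaluation: percent activation relative to tunicamycin reference.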
NLRP3 yeast inh: NALP3 inflammasome inhibitors in reconstituted yeast, primary screen, luminescence, uHTS. Yeast reconstituted NLRP3/ASC/caspase-1, beta-gal luminescence, 24 h. inhibition, % at 10 µM. actives 0.39% (n = 330,000). AID 2825, 2010;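 active = inhibition of 50% or more; inactive = inhibition below 50%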;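 also: plate controls were induced DMSO wells for no effect and uninduced yeast grown without galactose for full effect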
GRIN3A LBD mod: binders of NR3A ligand-binding domain, primary screen, biophysical, differential scanning fluorimetry, uHTS; Tm shift relative to glycine control, % at 25 µM; actives 2.5% (n = 340,000); NR3A LBD differential scanning fluorimetry, Tm shift; 0% = protein alone, 100% = glycine-bound protein;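 active = melting temperature shift of at least 10% of the positive control shift, at one fixed dose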
Active calls of the source: *; · = not tested or not shown; & = joins results of further samples. Hits appear at their usual frequency; overall some 8.2% were active at least once.

SMILES	tim10-1 inh	UPR CHOP act	TIM10 inh	tim23-1 inh	Mdm2-MdmX inh	APJ agonist	XBP1 UPR activ	NLRP3 yeast inh	GRIN3A LBD mod
Nc1ccc2oc(-c3ccccc3Cl)nc2c1	25	-1.1	5	22	-98	1	-1	7	-3
COC(=O)CN1C(=O)COc2ccc(S(=O)(=O)NCc3ccccc3)cc21	-4	1.1	-4	0	17	-1	-2	24	-2
COC(=O)c1cc(Cl)c(NC(=O)/C=C/c2ccc(Cl)cc2Cl)cc1OC	11	0.0	-8	-20	-4	-2	-2	-6	4
Cn1c(N)c(Sc2ccc(F)cc2)c(=O)n(C)c1=O	0	1.3	-4	14	-7	-8	-1	14	1
C=C1CCN([C@@H](C)C(=O)OCc2ccc(C)cc2)S(=O)(=O)c2ccccc21	16	-1.8	-15	13	8	-6	-2	22	5
O=C1CN(C(=O)CSc2nncs2)c2ccccc2N1	8	-1.5	-21	4	-19	1	1	-1	0
O=C(NC1CCN(S(=O)(=O)c2ccc(F)cc2)CC1)c1ccco1	22	-0.2	-8	19	-4	-2	-2	8	-4
CCn1c(=O)c(C(=O)Nc2ccccc2C)c(O)c2ccccc21	-5	1.5	-4	-5	7	-4	2	14	-1
COc1ccc(N(CC(=O)N/N=C/c2cc(OC)ccc2OC)S(=O)(=O)c2ccccc2)cc1	7	0.4	55*	11	-3	-1	-6	-2	2
COc1ccc(C(c2sc3ncnn3c2O)N2CC(C)OC(C)C2)cc1OC (stereo not drawn)	2	-0.2	-8	0	20	-6	7	4	2
COc1ccc(NC(=O)CN(C2CCCCC2)S(C)(=O)=O)cc1OC	13	-0.9	12	13	-16	1	-3	-7	1
CCn1ccnc1CN(C)C(=O)C1CCC(=O)N(Cc2cccc(C(F)(F)F)c2)C1 (stereo not drawn)	8	1.3	-7	0	4	-1	-3	26	1

Sorted by the number under NLRP3 yeast inh (largest number first): some entries from above
molecule | Mdm2-MdmX inh | XBP1 UPR activ | NLRP3 yeast inh | GRIN3A LBD mod
COC(=O)CN1C(=O)COc2ccc(S(=O)(=O)NCc3ccccc3)cc21 | 17 | -2 | 24 | -2
Cn1c(N)c(Sc2ccc(F)cc2)c(=O)n(C)c1=O | -7 | -1 | 14 | 1
COC(=O)c1cc(Cl)c(NC(=O)/C=C/c2ccc(Cl)cc2Cl)cc1OC | -4 | -2 | -6 | 4

The results go on:
SMILES	tim10-1 inh	UPR CHOP act	TIM10 inh	tim23-1 inh	Mdm2-MdmX inh	APJ agonist	XBP1 UPR activ	NLRP3 yeast inh	GRIN3A LBD mod
CC1Cc2ccccc2N1C(=O)CSc1nnc(N)s1 (stereo not drawn)	1	0.3	2	-1	6	2	-2	3	-1
CC(CN1CCOCC1)OC(=O)C1COc2ccccc2O1 (stereo not drawn)	0	-1.4	-9	0	-10	-4	0	7	1
CC(O)c1cccc(NC2=CC(=O)CC(C)(C)C2)c1 (stereo not drawn)	5	-0.6	5	17	-26	2	4	12	-1
CCN(CC)c1ccc(/C=N/NC(=O)c2cccc(N3CCCC3=O)c2)cc1	22	1.3	-7	15	-4	1	-5	23	-1
NC(=O)C1=C[C@@H](c2coc3ccccc3c2=O)C[C@@H](OCc2ccc(CO)cc2)O1	-9	-0.5	4	12	-21	11	-1	23	-3
O=C(/C=C/c1cccc([N+](=O)[O-])c1)c1ccco1	35	2.3	62*	64*	31	0	-1	23	0
Cc1cc2c3c(c1C)C(=O)C(=O)N3C(C)(C)CC2C (stereo not drawn)	35	0.1	19	36	-10	-2	-1	9	-2
CCC(Oc1ccccc1)C(=O)Nc1ccc(-c2nnc(-c3ccco3)o2)cc1 (stereo not drawn)	38	5.0	20	30	-21	-9	-4	37	-3
Nc1ccc(C(=O)N2CCCC2)cc1	6	4.4	-2	13	2	1	3	6	1
COc1cc2c(C(=O)NCCN(C)C)cn(CC(C)C)c(=O)c2cc1OC	14	-1.8	0	0	-13	0	3	-7	0
CCC(=O)Nc1c(C#N)c2nc3ccccc3nc2n1C1CCCCC1	38	-2.2	9	30	-5	-4	3	1	0
CC1CCc2cc(F)ccc2N1S(=O)(=O)c1ccc(F)cc1 (stereo not drawn)	18	1.2	-1	37	9	-4	-2	6	2
Cc1ccc(NC(=O)COc2ccc3c(c2)OCO3)c(Cl)c1	-9	5.7	-12	2	-99	-1	0	35	0
Cc1ccc[n+](-c2nc3ccccc3nc2C(=C=[N-])C#N)c1	-10&0	-2.5&-1.5	-5&-8	8&11	3&-34	1&2	-2&-1	1&23	-1&1
C=CCSc1nc(C)cc(/C=C\c2ccccc2)c1C#N	21	2.5	-11	-12	-18	-1	0	-3	-6
CCCC(=O)OCC(=O)Nc1cc([N+](=O)[O-])ccc1OC	18	-0.7	11	13	19	-1	-1	13	0
Cc1ccc(N(CC(=O)N2CCN(c3ccc(F)cc3)CC2)S(=O)(=O)c2c(C)nn(C)c2C)cc1	21	0.2	3	5	4	0	-2	9	-1
CC(C)N(Cc1cnn(C)c1)C(=O)c1ccc(OC2CCN(Cc3ccccn3)CC2)cc1	-1	-0.7	0	-15	14	1	-2	16	3
O=C(COc1ccc(Cl)cc1)Nc1nnc(C2=COCCO2)o1	6	1.6	-6	2	-6	1	-2	-5	2
NS(=O)(=O)c1cccc(NC(=O)Nc2ccc(Cl)cc2)c1	9	5.6	-13	-1	-39	-3	-1	9	36*
CN1/C(=C\C(=O)C[n+]2ccc(C(=O)c3ccccc3)cc2)C(C)(C)c2ccccc21	-8	0.3	-15	1	15	-1	-5	11	-1
CCC1=C(OC(=O)N(CC)CC)N2C(=O)OC(=NCC3CC3)[C@]2(Cc2ccccc2)[C@H]2C1=CC[C@H]1C(=O)NC(=O)[C@H]12	11	1.6	21	21	-4	3	1	-4	0
CCCCN1CNC(=S)N(Cc2ccccc2)C1	19	-1.5	25	21	-24	-1	-1	16	3
COc1ccc(O[C@H]2C=C[C@@H](c3ccccc3)O[C@@H]2COC(=O)CC/C(C)=N/O[C@H](C)c2cn([C@@H]3COC[C@H]3O)nn2)cc1	11	1.8	14	21	15	9	-3	13	·
Cn1cc(SCC(=O)NCc2ccc3c(c2)OCO3)c2ccccc21	17	3.3	0	18	13	-5	1	12	-1
Cc1onc(-c2ccccc2)c1C(=O)Nc1cccc2nsnc12	0	2.3	10	4	17	-4	2	20	2
COCCNS(=O)(=O)c1cc(C(=O)O)ccc1OC	-9	-0.7	4	7	13	-3	-1	0	-1
O=c1c(Cl)c2oc3ccccc3nc-2c2ccccc12	-32	1.6	10	-13	12	1	8	11	9
CN1/C(=C\C(=O)c2ccco2)C(C)(C)c2ccccc21	19	15	28	38	12	4	-1	-10	0
CCCCc1ccc(/C=C(\C#N)C(N)=S)s1	56*	1.8	53*	71*	-30	-3	-1	34	-4
Cc1ccc(C(=O)Nc2c(N)nc(SCC(=O)NCC3CCCO3)[nH]c2=O)cc1 (stereo not drawn)	-12	3.4	-8	-12	0	2	-2	8	-1
S=c1[nH]nc([C@@H]2C[C@H]2c2ccccc2)n1-c1ccccc1Cl	16	0.0	-1	19	9	-2	-1	5	1
O=[N+]([O-])c1ccc(Cl)cc1N1CCCCC1	9	-1.0	10	-7	27	-4	-1	13	-2
CCc1ccccc1NC(=S)N1CCNC(=O)C1CC(=O)OC (stereo not drawn)	10	-2.9	-7	7	3	2	-3	-1	-3
Cc1cccc(-c2nsc(SCC(=O)Nc3nccs3)n2)c1	-6	-0.2	-22	-15	-27	-11	0	8	0
O=C(CSc1ccc(F)cc1)N1CCC(c2nc3ccccc3s2)CC1	20	0.2	-11	21	27	2	1	12	1
COc1ccc(NC(=S)N2CCC(c3ccccc3)C2)cc1 (stereo not drawn)	36	5.9	8	28	-57	-5	1	3	0
Cc1sc(NC(=S)NC(=O)c2ccccc2)c(C#N)c1C	19	1.3	-3	-1	0	-12	2	8	-2
CC(C)CCNC(=O)C(=O)NCCC1=CCCCC1	-2	3.1	13	19	-16	0	5	27	-1
COc1ccc2[nH]c3c(c2c1)CCN1C(=O)N([C@@H](C)C(=O)NCCc2ccc(OC)c(OC)c2)C(=O)[C@]31C	3	-1.5	0	-10	19	-4	-4	9	-2
CCc1ccc(/C(C)=N/NC(=O)CNC(=O)/C=C/c2ccccc2OC)cc1	9	-1.2	10	24	1	1	-3	14	-8
Cc1cccc(C(=O)NC(=S)N(C)C2CCCCC2)c1	27	2.4	35	47	10	-6	-1	35	-4
COc1ccc(S(=O)(=O)N2CCC(C(=O)N3CCN(c4ccccc4OC)CC3)CC2)cc1	5	-0.7	15	7	-6	-3	2	-4	0
CC(C)OC(=O)CSc1nc(C(C)C)nc2ccccc12	-20	-1.8	-9	15	25	-3	-3	12	-2
CCCCOc1ccc(/C=C/C(=O)Nc2ccc([N+](=O)[O-])cc2C)cc1	30	-0.6	24	3	2	9	1	15	-9
Cc1ccsc1CNCC(O)c1ccccc1 (stereo not drawn)	11	2.6	3	17	-13	-3	-4	5	1
CCC(NC(=O)c1ccc(C#CC2(O)CCCCC2)cc1)C(=O)O (stereo not drawn)	-3	0.5	-2	5	1	-2	-2	12	-1
Cn1c(=O)c2c(nc(Br)n2CCSc2nnnn2-c2ccccc2)n(C)c1=O	20	-1.2	15	22	-9	-1	0	-10	-1
Cc1ccc2nc(C)c3c(c2c1)OC(C(C)(Cl)Br)C3 (stereo not drawn)	4	0.3	14	42	10	-2	0	0	3
CCOC(=O)C1CCN(S(=O)(=O)Cc2ccc(Cl)cc2)CC1	8	1.4	-5	10	13	-2	-3	14	2
CCOc1ccccc1C(=O)Nc1ccccc1O	-15	0.7	21	10	-1	-1	2	54*	-4
O=C(NC1CC1)c1ccc(F)cc1Cl	8	-0.7	0	-20	9	3	-1	1	1
CCCCCO	3	1.2	5	5	22	-1	-1	5	2
COc1cccc2[nH]c3ccccc3c(=O)c12	8	-0.9	0	22	23	-1	-4	22	0
CC[n+]1c(C)sc2c3ccsc3ccc21	38	-1.1	10	12	-10	0	-4	23	-5
C(=N\N1CCN(C(c2ccccc2)c2ccccc2)CC1)/c1ccc2c(c1)OCO2	17	1.6	19	16	45	-1	-2	-17	-3

Screening results from PubChem BioAssay.
